Hep lipid drop: hepatic lipid droplet formation modulation; AML12 mouse hepatocytes, oleate lipid droplets, BODIPY imaging; inhibition, % at 6.5 µM; 0.4% of 240,000 active; AID 1656;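 active means lipid droplet intensity inhibited by at least 50%, with more than 500 cells counted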
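Assay system: AML12 mouse liver cells | Compound dosing: One dose, 6.5 µM compound | Read-out basis: Droplet intensity reduction, % inhibition | Measured by: Fluorescence imaging, 20x objective, two fields per well | Schedule: Overnight treatment with compound plus oleate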
b-catenin transl: beta-catenin nuclear translocation modulation; AID 1665; HeLa beta-catenin nuclear translocation, immunofluorescence imaging; 0.3% of 190,000 active; nuclear translocation activity, % at 5 µM;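 active means nuclear translocation activity above 50% at 5 µM, with a well cell count of 50 or more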;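 further: per-cell ratio of nuclear to cytoplasmic median beta-catenin stain intensity; plate controls were DMSO negative control for no effect and GSK-3 inhibitor IX positive control for full effect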
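Assay system: human HeLa cells, native beta-catenin; doses: 5 µM primary, 0.02–20 µM confirmation; incubation: compound treatment 24 h, 37°C, 5% CO2; technique: fluorescence imaging of beta-catenin antibody stain plus DAPI; measure: % activation, nuclear-to-cytoplasmic median beta-catenin signal ratio per cell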
Insulin prom up: MIN6 insulin promoter up-regulation | MIN6 insulin promoter-GFP reporter, high-content imaging; active compounds read high | z-score at 5 µM | 0.3% of 190,000 active;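 active means z-score above 3 at 5 µM with at least 500 cells counted in the well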
Autophagy HCS: modulators of autophagy; calls only at 10 µM (by protocol); 0.98% of 190,000 active; MEF GFP-LC3 puncta imaging; test concentration mostly 10 µM; AID 463193;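 active means percentage of spot-positive cells more than 3 SD above its plate mean, without a fluorescence outlier flag or 80% toxicity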;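 further: spot-positive cell cutoff set from DMSO-treated cells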
MT stabilizer: microtubule stabilizers in HeLa cells; 0.83% of 200,000 active; HeLa tubulin immunostaining HCS, 24 h; share of cells brighter than vehicle mean+2SD; % tubulin-high responders, % at 10 µM;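 active means plate Z-score above 3 for both tubulin-high and condensed-nucleus cell shares, with cell loss under 80%, at 10 µM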;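 further: anti alpha tubulin signal scored within the nucleus-defined area of each cell; some results filed as inactive read as strong as hits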
Yfh1-depleted yeast: mitochondrial function rescue without frataxin homolog – Friedreich's ataxia, plus single-dose screen, dose response (AID 1465). fold induction at 50 µM, or EC50 in µM where a hit was titrated. 0.074% of 220,000 active. S. cerevisiae Yfh1-off respiration, WST-1 reduction, 72 h; higher fold induction means a stronger effect;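 active means fold induction of absorbance versus untreated yeast above a set limit, then at least 30% activation at any dose in follow-up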;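 further: activators that raise dye reduction in frataxin-depleted yeast; strong numbers were not always called active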
HEK293 NOD2/NF-kB: NOD2 signaling inhibitors, cell-based, luminescence, uHTS, HEK293 (AID 1566) | HEK293 NOD2/NF-kB luciferase reporter, luminescence; higher % means a stronger effect | inhibition, % at 4 µM, or EC50 in µM where a hit was titrated | 0.63% of 290,000 active; in the data active means inhibition above about 50%; further: many of its hits are not listed in these tables
WT yeast gro inh: growth inhibition of WT yeast, mitochondrial fusion screen; mitochondrial fusion phenotypic screen, WT strain; inhibition, % at 10 µM; 2.1% of 190,000 active; AID 1362; in the data active means inhibition above about 58%; tested in S. cerevisiae
Dynein cargo inh: blocks dynein driven cargo transport along microtubules. AID 1381. 3617.4 mouse cells, GR-EGFP nuclear translocation imaging; test concentration mostly 20 µM; stimulated with dexamethasone, 1 µM; active compounds read low. z-score, hits read low. 0.47% of 220,000 active;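 active means plate z-score of nuclear minus cytoplasmic receptor signal below a set negative limit, without overly bright fluorescence or cell loss, cut at about -3.5 in these data, passing the limit was not always enough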;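 further: z-score of nuclear minus cytoplasmic ring GR-EGFP intensity difference per well; some compounds called inactive have numbers as strong as hits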
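Buffer or medium: tet-free, stripped-serum medium; Also added: dexamethasone, 1.0 µM final; Technique: high-content fluorescence imaging after fixation; Times: 48 h induction, 1 h compound, 30 min dex at 37 °C; Read-out: per-cell GR-EGFP intensity, nucleus versus surrounding cytoplasmic ring, well-averaged.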
WT yeast gro inh mutant strain: further read-out of WT yeast gro inh, marked with its call; inhibition, %; mitochondrial fusion phenotypic screen, mutant strain inhibition
Dynein cargo inh cytoplasmic EGFP: recorded beside Dynein cargo inh, whose call it bears; z-score; measured here: cytoplasmic GR-EGFP intensity; active compounds read high
Dynein cargo inh nuclear GR-EGFP: recorded beside Dynein cargo inh, whose call it bears; z-score; measured here: nuclear GR-EGFP intensity;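 lower value marks the stronger effect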
Dynein cargo inh cell count: also measured in Dynein cargo inh; calls as there; z-score; measured here: cell count per field
Insulin prom up cell count: further read-out of Insulin prom up, marked with its call; cell count; measured here: cytotoxicity, nuclei count;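 total cells summed across four imaged fields per well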
Hep lipid drop cells 6.5 µM: further read-out of Hep lipid drop, marked with its call; cell count; measured here: cell count, cytotoxicity flag;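 cells counted across two imaged fields per well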
b-catenin transl cell count 5 µM: further read-out of b-catenin transl, marked with its call; cell count; measured here: cell count, cytotoxicity flag
MT stabilizer Hoechst-high %: further read-out of MT stabilizer, marked with its call; % Hoechst-high responders; measured here: nuclear condensation Hoechst responders;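 share of cells brighter than vehicle mean plus two SD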
MT stabilizer cytotoxicity %: also measured in MT stabilizer; calls as there; toxicity, %; measured here: cytotoxicity by cell density;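 0% = mean cell density of plate MIN control wells and 100% = no cells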
Autophagy HCS cell loss 18 h: also measured in Autophagy HCS; calls as there; toxicity, %; measured here: cell loss, nuclei count;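 cell loss after 18 h compound exposure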
Active calls of the source: *; i = inactive; · = not tested or not shown; + = active, no number. This is a subset; the hit share may differ from the screen's.

SMILES	Hep lipid drop	Hep lipid drop cells 6.5 µM	b-catenin transl	b-catenin transl cell count 5 µM	Insulin prom up	Insulin prom up cell count	Autophagy HCS	Autophagy HCS cell loss 18 h	MT stabilizer	MT stabilizer Hoechst-high %	MT stabilizer cytotoxicity %	Yfh1-depleted yeast	HEK293 NOD2/NF-kB	WT yeast gro inh	WT yeast gro inh mutant strain	Dynein cargo inh	Dynein cargo inh cytoplasmic EGFP	Dynein cargo inh nuclear GR-EGFP	Dynein cargo inh cell count
Cc1ccc(Cn2nnc3c(=O)n(Cc4cccc(C)c4)cnc32)cc1	0	657	-3.5	1091	0.12	1914	i	4	3.8	1.9	9.3	i	4%	20	3	-0.45	-0.26	-0.16	-0.27
CC(C)OC(=O)C1C2C=CC3(CN(Cc4cccs4)C(=O)C13)O2 (stereo not drawn)	·	·	-7.3	1012	-0.07	1392	i	-4	2.5	1.4	24	i	4%	-9	-2	-0.39	0.2	0.37	-0.32
COc1cc(C2N(c3ccc(Cl)cc3)C(=O)C3CCCN32)cc(OC)c1OC (stereo not drawn)	·	·	·	·	-0.6	948	i	-1	2.6	3.6	9.0	i	-16%	12	6	0.49	-0.25	0.44	0.017
Cc1ccccc1NCc1ccc(O)c2ncccc12	1	723	0.6	434	·	·	i	-7	3.5	5.4	1.7	i	2%	-7	-5	0.7	-0.25	0.25	-0.39
Cc1nc2ccc(NC(=O)c3ccc(N4C(=O)CCC4=O)cc3)cc2s1	8	673	-0.7	1121	-0.75	1211	i	-5	4.9	1.6	23	i	7%	7	-1	0.31	-0.3	0.52	-0.42
Cc1cc(C(=O)OCC(=O)Nc2ccc(F)cc2F)c(C)o1	·	·	1.0	736	0.4	1328	i	-4	4.0	2.4	7.4	i	15%	25	19	-0.13	-0.21	0.21	-0.29
COc1ccc(OCCC(=O)c2ccc(OC)cc2)cc1	11	674	0.3	1228	0.67	963	·	·	·	·	·	i	14%	·	·	-0.86	-0.28	-0.49	1.6
Cc1cc(C)cc(OC(=O)CCN2C(=O)c3ccccc3C2=O)c1	21	744	-2.6	1247	0.23	1260	i	-5	4.2	2.5	6.7	i	4%	0	-12	0.3	-0.23	0.15	0.65
COC(=O)c1ccc(CSc2nc3c(cnn3-c3ccc(F)cc3)c(=O)[nH]2)o1	-3	699	1.5	954	0.77	1129	i	-4	4.0	2.4	3.8	i	17%	21	1	-0.34	-0.14	-0.17	-0.5
COc1cccc2c1N1C(=O)c3c(C(=O)O)cccc3C1CC2(C)C (stereo not drawn)	·	·	-1.0	1106	-0.01	1276	i	-22	3.1	1.6	6.8	i	0%	5	-6	0.51	-0.31	0.045	0.0089
CC(Sc1n[nH]c(N)n1)C(=O)Nc1cccc(S(=O)(=O)N2CCOCC2)c1 (stereo not drawn)	7	665	-1.7	1071	-0.09	1371	i	4	4.7	3.1	7.4	i	17%	-14	7	-0.93	-0.34	-0.13	0.43
CC(C)CCOCC1CC2(CC(C)(c3csc(N)n3)OC2=O)C(=O)O1 (stereo not drawn)	·	·	-0.8	1347	-0.47	1508	i	3	4.6	1.3	1.1	i	8%	-2	-25	-0.71	-0.22	-0.29	0.21
COCCN1C=C(C(=O)OC)C(c2cc3c(cc2Br)OCO3)C(C(=O)OC)=C1	-4	690	·	·	-0.38	1173	i	6	2.5	1.7	12	i	10%	15	-2	-0.36	-0.24	0.1	0.45
COc1cc(NC(=O)c2ccc(-c3ccc(Br)cc3)o2)ccc1NC(=O)C(C)C	·	·	·	·	-1.4	903	+	-3.2*	4.0	3.3	3.4	i	-44%	-11	-2	-0.8	0.12	-0.2	0.092
Cc1ccccc1OCC(=O)Nc1ccccc1N1CCOCC1	-16	778	-2.1	461	·	·	i	7	1.4	0.2	35	i	16%	17	8	-0.83	-0.28	-0.18	1.2
CC(=O)NCCc1ccc(O)cc1	0	703	0.0	1150	0.3	1157	·	·	·	·	·	i	1%	·	·	-1.2	-0.41	-0.43	0.74
O=C(NC1CCN(C(=O)Nc2cccc(F)c2)CC1)C1CCCCC1	·	·	-7.6	1007	-0.22	1219	i	5	2.6	2.1	8.6	i	2%	1	14	0.35	-0.18	0.28	-0.058
CCn1c(=O)c2cc(S(=O)(=O)NCCOc3ccccc3)ccc2n(CC)c1=O	-10	634	·	·	·	·	i	-2	2.1	2.1	5.8	i	-2%	8	-15	0.1	0.38	0.21	1.4
Cn1cc(CN2CCC(C(O)c3cccs3)CC2)c(-c2cccc(Cl)c2)n1 (stereo not drawn)	-4	665	-0.4	1050	0.08	1577	i	4	1.9	1.4	4.4	i	20%	6	2	-0.89	-0.16	-0.22	0.53
Cc1cc(OCCCCCNCCO)ccc1Cl	-40	605	-0.3	1130	-0.85	660	i	-7	2.9	2.9	19	i	8%	1	10	0.087	-0.23	0.41	0.37
COc1ccc(C2SCCN2S(=O)(=O)c2ccc(NC(C)=O)cc2)cc1 (stereo not drawn)	-4	777	2.1	965	0.81	899	i	-2	0.7	1.5	4.3	i	2%	11	15	-0.44	-0.21	-0.098	0.37
C=CCN1N=C(/C=C/c2ccc(C)cc2)CCC1=O	-5	674	5.8	851	·	·	i	-10	1.8	2.4	7.4	i	-26%	-3	5	-1.2	-0.18	-0.82	0.16
O=C(CCc1ccccc1)NCCSCc1c(F)cccc1Cl	-62	681	2.6	1057	0.86	1547	i	0	3.8	3.0	6.2	i	16%	18	0	-0.56	-0.23	-0.47	0.2
COCC(C)n1c(COc2ccccc2F)nnc1SCC(=O)c1c(N)n(C)c(=O)n(C)c1=O (stereo not drawn)	-6	689	-4.7	1085	1.1	1230	i	0	3.5	3.2	4.7	i	9%	-17	10	3	-0.26	1.6	-2.4
CN(Cc1ccccc1)C(=C(Cl)Cl)C(=C1NCCN1)[N+](=O)[O-]	6	658	0.6	1087	-0.09	1267	i	-3	1.3	1.3	1.3	i	-1%	8	-1	0.044	-0.22	0.61	-0.53
Continued.
SMILES	Hep lipid drop	Hep lipid drop cells 6.5 µM	b-catenin transl	b-catenin transl cell count 5 µM	Insulin prom up	Insulin prom up cell count	Autophagy HCS	Autophagy HCS cell loss 18 h	MT stabilizer	MT stabilizer Hoechst-high %	MT stabilizer cytotoxicity %	Yfh1-depleted yeast	HEK293 NOD2/NF-kB	WT yeast gro inh	WT yeast gro inh mutant strain	Dynein cargo inh	Dynein cargo inh cytoplasmic EGFP	Dynein cargo inh nuclear GR-EGFP	Dynein cargo inh cell count
O=c1cc(CCl)[nH]c2nc3ccccc3n12	-4	679	-1.3	1253	-0.26	1417	·	·	·	·	·	i	12%	·	·	1.4	-0.24	0.49	-0.98
Cc1ccc(-c2nc3ccccc3c(=O)n2Cc2ccccc2)cc1	-50	568	-5.1	504	-0.15	1272	i	10	3.1	1.0	3.9	i	8%	48	19	0.0056	0.2	0.18	-0.65
CNc1oc(Cc2ccccc2)nc1S(=O)(=O)c1ccc(Cl)cc1	·	·	-2.7	917	-0.68	1271	i	-3	5.0	2.7	8.5	i	20%	-18	-3	-0.35	-0.24	0.28	0.15
COCC(C)NC(=O)c1cc(-c2ccc(O)cc2)on1 (stereo not drawn)	·	·	0.0	1199	1.1	893	·	·	7.9	1.1	4.1	i	-20%	0	-1	-0.46	-0.18	-0.21	-0.22
C(=C\c1nc(-c2ccncc2)no1)/c1ccccc1	17	753	0.2	1568	0.76	1720	i	16	3.1	1.1	1.4	i	-112%	9	16	-0.023	-0.24	0.095	0.89
CCOC(=O)c1sc(=NC(=O)c2ccccc2)n(C)c1C	-3	684	·	·	0.09	1290	i	-5	1.3	2.0	6.2	i	-135%	13	11	-0.71	-0.15	-0.35	0.3
COc1cccc(/C=N/n2cnc3ccccc32)c1OC	10	764	-5.3	1297	·	·	i	-1	1.7	1.8	8.6	i	-66%	13	30	0.62	-0.31	0.75	-0.23
COc1ccccc1NC(=S)N1CCN(C(=O)C2CCCO2)CC1 (stereo not drawn)	-9	673	-1.5	1009	0.86	1566	i	11	1.4	1.5	6.5	i	1%	-23	-9	-0.8	-0.24	-0.0017	0.61
Cc1nc(N2CCc3ccccc3C2)[nH]c(=O)c1Cc1ccccc1	3	768	0.7	983	1.5	1331	i	38	2.2	1.0	11	i	-34%	1	-3	-1.2	-0.32	-0.45	1.1
O=C(Cn1cnc2c(cnn2-c2ccccc2)c1=O)NCc1ccccc1	·	·	-1.2	926	0.21	1158	i	6	5.6	1.6	3.4	i	-41%	5	2	4.2	0.21	3	-3
CCN(CC)C(=O)COc1ccc(Br)cc1Cl	2	669	·	·	-0.04	1261	i	1	1.7	2.7	18	i	-1%	-21	-15	-0.16	-0.28	0.043	-0.52
C=C(C)CNC(=S)NNC(=O)c1cc(C)oc1C	4	697	-1.4	577	-0.11	1368	i	2	2.2	2.1	3.1	i	-1%	-11	-14	-0.2	-0.27	-0.39	0.33
O=[N+]([O-])c1ccccc1O[C@@H]1O[C@H](CO)[C@H](O)[C@H](O)[C@H]1O	18	721	-0.4	1303	-0.25	1017	·	·	·	·	·	i	14%	·	·	0.4	-0.13	0.53	-1.8

Three entries out of the list above, sorted by the value under MT stabilizer Hoechst-high %, falling:
| mol | MT stabilizer Hoechst-high % |
| --- | --- |
| COc1cc(C2N(c3ccc(Cl)cc3)C(=O)C3CCCN32)cc(OC)c1OC (stereo not drawn) | 3.6 |
| C=C(C)CNC(=S)NNC(=O)c1cc(C)oc1C | 2.1 |
| CN(Cc1ccccc1)C(=C(Cl)Cl)C(=C1NCCN1)[N+](=O)[O-] | 1.3 |

Screening data (PubChem BioAssay)
